# Screening results: PubChem, National Center for Advancing Translational Sciences (NCATS)
# WRN inhibitor – inhibitors of human WRN helicase; Q14191; WRN helicase unwinding, fluorescent forked duplex, kinetic; Potency, µM (doses to about 114 µM), inactives show at the top dose activity change, negative = inhibition, actives largely listed as inhibitors; 360,000 tested, 0.46% active; AID 651768; further: potency means the concentration at half of the fitted maximal effect; on the % scale 0 is the no-effect control and ±100 the full control effect; nearly all actives have a fitted effect of over 55% in size
#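 Kinetic red-fluorescence monitoring (525/598 nm) tracks WRN helicase activity after 100 nM fluorophore-quencher forked duplex and 2 mM ATP are added to 20 nM enzyme pretreated 15 min at room temperature with compound.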
# EPAC1 antagonist – antagonists of human EPAC1; O95398; EPAC1 GEF assay, Rap1b-BODIPY-GDP exchange fluorescence; Potency, µM (titrated, usually from 115 µM), without a hit: at the highest dose activity change, negative = inhibition, most hits filed as inhibitors; 360,000 tested, 0.14% active; AID 720709;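 further: potency means the concentration at half of the fitted maximal effect; plate controls were vehicle for no effect and positive control for full effect; nearly all actives have a fitted effect of over 50% in size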
# Target sequence (O95398 whole entry, looked up): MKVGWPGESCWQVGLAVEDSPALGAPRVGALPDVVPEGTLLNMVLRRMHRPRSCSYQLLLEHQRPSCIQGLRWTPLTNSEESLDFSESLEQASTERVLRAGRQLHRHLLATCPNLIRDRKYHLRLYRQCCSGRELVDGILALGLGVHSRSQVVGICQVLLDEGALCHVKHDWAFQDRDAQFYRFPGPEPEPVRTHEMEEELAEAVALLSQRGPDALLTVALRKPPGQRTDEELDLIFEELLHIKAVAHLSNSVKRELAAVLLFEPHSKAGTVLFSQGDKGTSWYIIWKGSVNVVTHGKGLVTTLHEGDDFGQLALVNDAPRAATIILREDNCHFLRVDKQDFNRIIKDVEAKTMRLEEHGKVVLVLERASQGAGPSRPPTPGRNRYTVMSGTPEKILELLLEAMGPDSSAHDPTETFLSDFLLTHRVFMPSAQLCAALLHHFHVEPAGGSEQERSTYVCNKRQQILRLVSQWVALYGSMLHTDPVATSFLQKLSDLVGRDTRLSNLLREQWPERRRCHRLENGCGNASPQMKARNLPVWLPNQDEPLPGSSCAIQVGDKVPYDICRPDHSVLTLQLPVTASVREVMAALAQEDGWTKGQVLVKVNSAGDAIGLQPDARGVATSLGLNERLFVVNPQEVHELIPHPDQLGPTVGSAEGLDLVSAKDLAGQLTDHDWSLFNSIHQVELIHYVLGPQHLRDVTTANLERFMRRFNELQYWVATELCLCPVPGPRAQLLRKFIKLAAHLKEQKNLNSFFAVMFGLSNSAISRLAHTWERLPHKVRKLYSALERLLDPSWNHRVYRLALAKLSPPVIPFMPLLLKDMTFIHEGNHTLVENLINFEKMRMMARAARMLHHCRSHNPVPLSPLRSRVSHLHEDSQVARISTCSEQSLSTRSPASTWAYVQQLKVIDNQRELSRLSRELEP
# PLK1 PBD block – PLK1 (human) polo-box domain binding inhibition; 360,000 tested, 2.8% active; Potency, µM, inactives show max response, negative = inhibition, usual class: inhibitors; P53350; Plk1 PBD binding of FITC phosphopeptide, fluorescence polarization; further: potency means the concentration at half of the fitted maximal effect; series mostly up to about 57 µM; on the % scale 0 is the no-effect control and ±100 the full control effect; nearly all actives have a fitted effect of over 65% in size
# PI5P4Ka inh – inhibitors of human PI5P4K alpha. PI5P4Kalpha enzyme, ADP-Glo luminescence, 60 min; active compounds read low. max response, %. AID 652105. 330,000 tested, 1.2% active; active means max response of -50% or lower; inconclusive means between -30% and -50%; inactive means -30% or higher; further: value at the top dose of about 77 µM; on the % scale 0 is the no-effect control and ±100 the full control effect
#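 Compounds were pin-transferred onto PI5P4Kalpha and substrate in HEPES pH 7.4 buffer with EGTA, CHAPS and 5% DMSO. ATP (5 microM final) started the reaction, which ran 60 minutes at room temperature before ADP-Glo detection.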
# IL-2 act – activators of IL-2 | IL-2 activation reporter assay, cell-based qHTS; stimulated with anti-CD3/CD4/CD28 beads; in transgenic mouse T cells | activation, % (series mostly up to about 46 µM) | 360,000 tested, 0.065% active; in the data active means activation above about 50%; inconclusive means mostly about 30% to 49%; further: 0% is about no effect
#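 First, unstimulated transgenic mouse T cells were exposed to compound for 60 min. Next, anti-CD3/anti-CD4-coated beads with anti-CD28 were added. Finally, after 18 h at 37 degrees C, EGFP and DsRed were imaged.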
# CCT chaperon mod – modulators of cytosolic chaperonin (CCT/TRiC) activity. 360,000 tested, 0.3% active. activity change, % (concentration not given with the values), hits read low. purified chaperonin ATPase assay, HTRF ADP detection, 30 min; in the data active means activity change below about -30%; further: on the % scale 0 is the no-effect control and ±100 the full control effect
#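 First, chaperonin was dispensed at 40 nM or 20 nM final depending on batch activity. Next, compounds were pinned at 76 uM and ATP added at 10 uM. After 30 min at 37 °C, ADP detection reagents ran 30 min at ambient temperature.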
# EPAC1 ag – EPAC1 (human) agonism; Potency, µM (top dose mostly 154 µM), without a hit: top-dose activation, actives largely listed as activators; 360,000 tested, 0.073% active; EPAC1 agonist qHTS, biochemical assay; response scale: 100% = response to 6.5 mM cAMP; further: potency means the concentration at half of the fitted maximal effect; nearly all actives have a fitted effect of over 60% in size
#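 Nucleotide exchange assay: 100 nM EPAC1 with 250 nM Rap1B loaded with BODIPY-GDP and 50 uM GDP, room temperature. Fluorescence (480/540 nm) read every 5 min for 30 min; signal change normalized to 6.5 mM cAMP as full agonist.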
# EPAC2 agonist – EPAC2 (human) agonism; Potency, µM (doses to about 154 µM), without a hit: at the highest dose activation, usual class: activators; 360,000 tested, 0.079% active; EPAC2 activation, biochemical qHTS; response scale: 100% = 6.5 mM cAMP response; further: potency means the concentration at half of the fitted maximal effect; nearly all actives have a fitted effect of over 50% in size
#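 Readout is BODIPY fluorescence (480 nm excitation, 540 nm emission), which falls as labeled GDP is exchanged off Rap1B. EPAC2 at 100 nM acted on 250 nM RAP1B-BODIPY-GDP with 50 uM GDP present.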
# Active calls of the source: *; ? = inconclusive; . = not tested or not shown; & = joins results of further samples; [ ] = another dose, or the depositor's remark. Unless noted, the call rests on the fitted dose curve; in most records, active means well fitted curve in the direction sought with a large enough effect; inconclusive means small, poorly fitted or top-dose-only effect, or another doubt; inactive means no such curve, though single readings can be large; an effect the other way counts as inactive or inconclusive.
SMILES,WRN inhibitor,EPAC1 antagonist,PLK1 PBD block,PI5P4Ka inh,IL-2 act,CCT chaperon mod,EPAC1 ag,EPAC2 agonist
O=C(Nc1cc(C(F)(F)F)ccc1N1CCOCC1)c1ccccc1F,1%,4%,-5%,-4,-0.6,11,5%,-25%
COc1ccccc1CNC(=O)CN(C)Cc1ccc(SC)cc1,-3%,0%,-6%,8,-5.1,-1.9,-2%,10%
CCN(CC)C(=O)Cn1cc(S(=O)(=O)CC(=O)Nc2ccc(C(N)=O)cc2)c2ccccc21,4%,9%,-15%,3,-4.8,0.6,8%,7%
CCN(CC)CCCN1C(=O)CSC1c1ccc2c(c1)OCO2 (centres undefined),-20%[57.1 µM],12%,-2%,-4,-2.0,-3.2,5%,-17%
CC(C)NC[C@H](O)COc1cccc2ccccc12,12%,11%,-6%,-7,0.2,-1.0,-30%,-4%
CSc1nnc(-c2cc3ccccc3cc2O)n1C,3%,2%,-1%,-1,-0.7,-2.4,5%,-3%
CC(=O)C1=C(O)C(=O)N(c2cccc(Br)c2)C1c1ccc(Br)cc1 (centres undefined),9%,-9%,-23%,-4,0.6,-1.0,0%,-7%
COc1cc(C(=O)OCC(=O)NCCC2=CCCCC2)cc(OC)c1OC,-2%,5%,-4%,0,-2.6,-1.0,3%,-4%
O=C(CCNS(=O)(=O)c1c(Cl)cccc1Cl)N1CCCC1,5%,-11%,3%,2,0.0,-0.9,6%,7%
Cc1cc(Br)cc(Cl)c1OCC(=O)N1CCN(C(=O)c2ccco2)CC1,7%,-5%,-4%,-6,0.8,0.7,-6%,2%
CCOc1ccc2[nH]cc(C(=O)O)c(=O)c2c1,-6%[57.1 µM],7%,-3%,.,-1.4,-0.6,6%,10%
CCC(=O)c1ccc(OCC(O)Cn2nnc3ccccc32)cc1 (centres undefined),5%,?,-9%,1,-3.6,-1.8,13%,18%
CN(C)S(=O)(=O)N1CCCN(S(=O)(=O)N(C)C)CC1,8%,6%,-4%,-2,-2.2,-7.0,-2%,5%
COCCNC(=O)CN(C(=O)Cn1nnc2ccccc21)c1ccc(C)cc1,-2%,-3%,3%,2,-0.7,0.0,8%,2%
Cc1ccc(NC(=O)c2cc(=O)c3ccccc3o2)c(C)c1,-6%,3%,-20%,-6,-0.2,-1.7,10%,3%
COc1cc(CO)cc(Br)c1OCc1cccnc1,5%,21%,-4%,-3,-2.2,-0.1,11%,-1%
O=S(=O)(Nc1ccc(NS(=O)(=O)c2ccccc2)cc1)c1ccccc1,3%,0%,-4%,1,-1.3,-3.5,-10%,4%
Cc1c(C)n(C(=O)CSc2nc3ccccc3[nH]2)c2ccccc12,?,-8%,-18%,-10,-3.5,-0.6,7%,10%
Cc1nnc(SCC2=C(C(=O)O)N3C(=O)C(NC(=O)COc4ccccc4)C3SC2)s1 (centres undefined),?,-13%,19µM*,-11,-0.3,-1.1,13%,12%
C=CCNC(=O)C1CC2Cn3c(nc4cc(Cl)c(Cl)cc43)C2N1C (centres undefined),3%,4%,-1%,2,0.5,-4.0,3%,8%
Cc1c(NC(=S)NC(=O)Cc2ccccc2)cccc1C(=O)O,7%,10%,-7%,-3,0.5,-2.5,0%,-2%
Cc1ccc(-c2cc(C(=O)Nc3cc(C)ccc3C)[nH]n2)c(O)c1,2%,7%,2%,-8,-2.0,-1.0,-3%,-4%
N#CSCC(=O)c1cccc2ccccc12,?,-24%,11µM*,-3,-0.5,-3.7,16%,-12%
Cc1ccnc(NC(=O)c2cccc(S(=O)(=O)N3CCCc4ccccc43)c2)c1,-7%,-2%,-1%,-5,-4.8,-1.8,13%,2%
COc1ccc(OC)c(Nc2nc(N)nc(-c3cc4ccccc4o3)n2)c1,8%,-9%,-14%,16,-0.5,-3.9,5%,9%

# Pulled one by one from the entries so far:
SMILES,WRN inhibitor,EPAC1 antagonist,PLK1 PBD block,PI5P4Ka inh,IL-2 act,CCT chaperon mod,EPAC1 ag,EPAC2 agonist
CN(C)S(=O)(=O)N1CCCN(S(=O)(=O)N(C)C)CC1,8%,6%,-4%,-2,-2.2,-7.0,-2%,5%
O=C(Nc1cc(C(F)(F)F)ccc1N1CCOCC1)c1ccccc1F,1%,4%,-5%,-4,-0.6,11,5%,-25%

# (continued)
SMILES,WRN inhibitor,EPAC1 antagonist,PLK1 PBD block,PI5P4Ka inh,IL-2 act,CCT chaperon mod,EPAC1 ag,EPAC2 agonist
NC(=O)CSc1nc2ccccc2c(=O)n1CCc1ccccc1,9%,1%,-18%,4,2.4,-0.8,1%,1%
CCCCN(C)c1ccc([N+](=O)[O-])cc1,3%,0%,-7%,-6,-3.0,-2.0,0%,5%
CSc1ncc(Cl)c(C(=O)Nc2nnc(SC/C=C/c3ccccc3)s2)n1,-28%[57.1 µM],-25%,?,.,-0.8,-2.2,19%,24%
COc1ccc(/C=C/C(=O)c2cccc(-n3cnnn3)c2)cc1O,-26%,-2%,-6%,-12,-5.7,-2.4,1%,5%
CSc1ccccc1NC(=O)Cn1c(-c2cscn2)nc2ccccc21,-9%,-3%,2%,.,-1.4,-0.1,10%,10%
CCOc1ccccc1CNC(=O)CCC(=O)N1Cc2ccccc2Oc2ncccc21,-5%,1%,-15%,2,-0.5,-0.7,3%,5%
COC(=O)C(Cc1ccccc1)NC(=O)CCNC(=O)c1ccco1 (centres undefined),5%,7%,4%,0,-1.1,0.3,-1%,1%
CCOCCCn1c(=NC(C)=O)c(C(=O)OCC)cc2c(=O)n3ccccc3nc21,2%&10%,0%&2%,-4%&1%,13,-1.6&-3.5,-2.5&1.1,1%&-7%,2%&-5%
Cc1[nH]n(-c2ccccc2)c(=O)c1N=Nc1cccc(S(=O)(=O)N2CCOCC2)c1,-13%,?,-4%,8,-0.2,-1.0,1%,4%
CC1(C)SC2c3ccccc3C(=O)N2[C@@H]1C(=O)O (some centres undefined),6%,10%,1%,-12,-1.4,0.6,-7%,-4%
COCCN1C(=O)c2ccc(C(=O)Nc3nccs3)cc2C1=O,-5%[57.1 µM],2%,2%,.,0.0,-4.3,-1%,3%
CC1(C(=O)NCc2ccc(Cl)cc2)CCN1C(=O)c1cccc(F)c1 (centres undefined),-1%,-23%,-5%,-12,1.8,-2.5,32%,11%
NC1=NC(=O)/C(=C/c2ccccc2OS(=O)(=O)c2ccccc2)S1,-34%[57.1 µM],16%,1%,-8,0.2,-2.6,0%,1%
CC(=O)NNc1nc(-c2ccccc2)c2cc(Cl)ccc2n1,10%,-13%,-5%,-8,-2.5,1.1,6%,8%
CC/C(=N\NC(=O)CSCc1ccccc1Br)c1ccc2c(c1)OCCO2,-1%,2%,-5%,0,-0.5,-0.9,-5%,0%
CCOc1nc(Nc2ccc(Cl)cc2)nc(OCC)n1,-31%,-16%,-4%,3,0.3,-1.0,-8%,13%
O=C(NCc1ccccc1)c1cccc(COc2ccc3c(c2)CCC3)c1,0%,-12%,-2%,-9,0.6,-1.9,1%,-3%
Cc1c(NC(=O)COC(=O)COc2ccc(Nc3ccccc3)cc2)c(=O)n(-c2ccccc2)n1C,-8%,25%,-9%,-10,-2.6,1.2,-7%,-3%
CC(C)C(=O)NC(=S)Nc1ccccc1N1CCN(C(=O)c2ccccc2)CC1,4%,-9%,-6%,1,-0.2,-0.4,0%,-5%
CCOC(=O)Nc1ccc2c(CN3CCN(S(=O)(=O)c4ccccc4F)CC3)cc(=O)oc2c1,-7%,-18%,-5%,-19,-4.7,-1.9,4%,7%
Cc1cc(O)c(C(C)C)cc1N=Cc1ccc(N(C)C)cc1,?,11%,-18%,-16,-5.5,-4.0,1%,-3%
CC(C)CCn1c(=O)c2ccccc2n2c(CN3CCOCC3)nnc12,9%[57.1 µM],-11%,3%,-11,9.4,0.9,2%,1%
Cc1ccccc1NC(=S)N(CCc1c(C)[nH]c2ccc(F)cc12)Cc1cccnc1,-5%,-14%,-6%,1,1.1,0.3,2%,8%
CCN1C(=O)[C@@H]2[C@@H]3CN(S(=O)(=O)c4ccc(C)cc4)[C@@H](c4ccccc4F)[C@@H]3C(=O)C[C@@H]2C1=O,-1%,0%,-8%,-1,1.2,0.4,11%,9%
CCN(CC)c1ccc(NC(=S)NC(=O)C2CCC2)cc1,-8%,-27%,-12%,-4,3.6,-0.4,25%,8%

# More entries.
SMILES,WRN inhibitor,EPAC1 antagonist,PLK1 PBD block,PI5P4Ka inh,IL-2 act,CCT chaperon mod,EPAC1 ag,EPAC2 agonist
Cc1cc(=O)oc2c(C)c(OCC(=O)N3CCC(C(=O)O)CC3)ccc12,-3%,-4%,4%,-1,-0.1,2.6,-1%,2%
CCO[C@H]1OC(C(=O)N2CCOCC2)=C[C@@H](c2ccc3c(c2)OCO3)[C@@H]1CCCO,9%,-1%,10%,3,-0.1,-3.3,-17%,-9%
O=C1Nc2cc(C(=O)NCCCN3CCCC3)ccc2S/C1=C/c1cccc(Cl)c1,13%,9%,-10%,-51*,-1.8,-2.1,7%,5%
CNS(=O)(=O)c1cc(NC(=O)c2cncn2-c2ccccc2)ccc1C,11%,-9%,-3%,3,0.6,-0.5,0%,7%
CO[C@H]1CN(C)C(=O)c2ccc(NC(=O)C3CCC3)cc2OC[C@H](C)N(CC2CCCCC2)C[C@@H]1C,-4%,-10%,-2%,5,-0.3,.,-16%,-15%
COc1ccc(N(CC(=O)Nc2nccs2)S(=O)(=O)c2c(C)nn(C)c2C)cc1,-10%,-8%,-15%,-1,-0.3,1.0,-7%,4%
CCOC(=O)c1nc(N/N=C/c2ccccc2)sc1Br,4%,-3%,-13%,16,-2.1,-1.5,1%,0%
O=C1N=C(N2CCOCC2)S/C1=C/c1ccc(-c2ccccc2Cl)o1,3%,-2%,-22%,.,?,-1.3,3%,4%
O=c1[nH]c(CSc2ncn[nH]2)nc2ccccc12,-7%,-28%,1%,0,1.3,-0.2,10%,4%
Cc1ccccc1C(=O)N1CCCN(C(=O)c2ccccc2C)CC1,-12%,14%,-3%,.,0.2,0.8,3%,9%
Cn1c(=O)c2c(nc(NCc3ccco3)n2C/C=C/c2ccccc2)n(C)c1=O,-3%,7%,-3%,5,0.5,-7.6,1%,-10%
CC1CCCN(S(=O)(=O)c2ccc(C(=O)Nc3ccccc3-c3nc4ccccc4[nH]3)cc2)C1 (centres undefined),-10%,-6%,6%,2,0.4,2.4,-15%,-13%
N=c1oc2ccccc2cc1C(=O)Nc1ccccc1,7%,-17%,-15%,-1,-3.3,-1.1,-4%,5%
Cc1cccc(Nc2sc(C(=O)c3cc4cc(Cl)ccc4o3)c(N)c2C#N)c1,8%,11%,-1%,1,1.1,-0.1,4%,-8%
CCOC(=O)N1CCC(N(CCN(C)C)C(=S)Nc2cccc(C)c2)CC1,-4%[57.1 µM],0%,1%,2,-3.4,-0.4,-7%,-17%

# An excerpt; the hit share may differ from the screen's.
